Screens as filed in PubChem BioAssay.
Tau fil binding = binds recombinant human tau filaments. P10636. recombinant tau filaments, thioflavin S fluorescence, 15 h; filaments grown with octadecylsulfate alongside compound. Potency, µM (highest dose often 57.1 µM), inactives show at the top dose activity change, negative = inhibition. 71,000 tested, 2% active. AID 596;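 further: potency means the concentration at half of the fitted maximal effect; on the % scale 0 is the no-effect control and ±100 the full control effect; actives lower thioflavin S fluorescence by blocking filaments or displacing dye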
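His-tagged recombinant human tau (exons 2, 3 and 10 included), 1 uM, was induced to fibrillize by 30 uM sodium octadecylsulfate with compound present. After 15 h at 37 C, thioflavine S fluorescence (ex 450, em 510 nm) was read.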
HEK293 cAMP ctrl = counter-screen for TSHR agonists: cAMP increase in parental HEK293; parental HEK293 CNG cAMP sensor, membrane potential fluorescence; 73,000 tested, 2.5% active; AID 938; Potency, µM (series often up to 57.1 µM), inactives show at the highest dose activation, usual class: activators; further: potency means the concentration at half of the fitted maximal effect; % of control where 0% means no effect; nearly all actives have a fitted effect of over 55% in size
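Parental HEK 293 cells stably expressing a modified CNG channel (no TSHR) report cAMP rise as membrane depolarization. Membrane potential dye with 100 uM RO 20-1724 was loaded for 60 min at room temperature, then compound added for 30 min; fluorescence read at 590 nm.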
USP2a inh = USP2a (human) protease inhibition; O75604; USP2a enzymatic assay, qHTS inhibition; Potency, µM (titrated, usually from 38.3 µM), inactives show at the highest dose activity change, negative = inhibition, most hits filed as inhibitors; 60,000 tested, 0.1% active;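 further: potency means the concentration at half of the fitted maximal effect; nearly all actives have a fitted effect of over 60% in size; plate controls were DMSO for no effect and NEM full inhibition control for full effect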
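20 nM USP2 core + cpd, 30 min RT; add 20 nM Ub-PLA2/20 uM NBD C6-HPC; read Ex460/Em535 at 0 h and 2.5 h. Normalized to NEM; qHTS curve fit/classification.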
TexasRed autofl = Texas Red region autofluorescence; 59,000 tested, 0.06% active; Compound fluorescence, Texas Red channel, 547/618 nm; active compounds read high; max dye-equivalent concentration, M; in the data active means max dye-equivalent concentration above about 10 nM; inconclusive means between about 1.1 nM and that limit
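qHTS profiling of intrinsic compound fluorescence; 100 mM Tris pH 8.0; 15 min RT; ex 547 / em 618 nm; response expressed as Texas Red dye-equivalent concentration from six-point plate standard.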
Caspase-7 inhib = allosteric or competitive inhibitors of human caspase-7; recombinant caspase-7, Ac-DEVD-AFC fluorescence rate; 75,000 tested, 0.02% active; Potency, µM (titrated, usually from 57.5 µM), for the others: at the highest dose activity change, negative = inhibition, hits mostly inhibitors; P55210; AID 889; active means well fitted inhibition curve with a large enough effect in the main read-out, with a control signal flat, not every such curve was filed as active; inconclusive means small, poorly fitted or top-dose-only effect, or a change in a side signal; further: potency means the concentration at half of the fitted maximal effect; % of control where 0% means no effect
Target sequence (P55210 24-198 limits assumed): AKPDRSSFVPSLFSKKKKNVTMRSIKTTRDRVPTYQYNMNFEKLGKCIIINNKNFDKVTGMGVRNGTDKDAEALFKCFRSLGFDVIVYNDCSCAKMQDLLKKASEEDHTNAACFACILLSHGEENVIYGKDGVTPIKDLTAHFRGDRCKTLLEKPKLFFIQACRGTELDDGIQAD
Target sequence (P55210 207-303 limits assumed): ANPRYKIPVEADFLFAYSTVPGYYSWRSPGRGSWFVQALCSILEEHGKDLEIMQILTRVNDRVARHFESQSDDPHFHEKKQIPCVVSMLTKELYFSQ
HADH2 inh = blocks human hydroxyacyl-CoA dehydrogenase type II; recombinant HADH2, NADH fluorescence, beta-hydroxybutyryl-CoA; 73,000 tested, 3.4% active; Potency, µM (series often up to 57.1 µM), for inactives: top-dose activity change, negative = inhibition, actives largely listed as inhibitors; Q99714; further: potency means the concentration at half of the fitted maximal effect; on the % scale 0 is the no-effect control and ±100 the full control effect; nearly all actives have a fitted effect of over 60% in size; many of its hits are not listed in these tables
Target sequence (Q99714 whole entry, looked up, one chain of several): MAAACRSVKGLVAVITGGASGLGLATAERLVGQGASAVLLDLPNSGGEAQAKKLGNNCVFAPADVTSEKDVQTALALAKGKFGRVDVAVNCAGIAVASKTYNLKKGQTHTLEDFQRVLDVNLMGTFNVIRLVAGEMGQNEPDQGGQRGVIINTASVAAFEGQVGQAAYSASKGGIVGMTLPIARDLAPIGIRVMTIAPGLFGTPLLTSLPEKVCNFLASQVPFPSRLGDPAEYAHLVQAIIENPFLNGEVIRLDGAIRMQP
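Buffer 100 mM Tris-HCl pH 9.0/0.01% Tween-20; HADH2 20 nM; NAD+ 1 mM; beta-hydroxybutyryl-CoA 90 uM (all final). 15 min cpd preincubation, RT.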
ERK AVP block = blocks ERK signaling stimulated by vasopressin; HEK293-V1b, vasopressin-stimulated pERK AlphaScreen; Potency, µM (series often up to 57.5 µM), without a hit: top-dose activity, negative = inhibition, usual class: inhibitors; 72,000 tested, 0.99% active; further: potency means the concentration at half of the fitted maximal effect; on the % scale 0 is the no-effect control and ±100 the full control effect; nearly all actives have a fitted effect of over 55% in size
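HEK293 cells stably expressing V1b receptor, preincubated 30 min at 37 °C with compound, then stimulated 5 min with 25 nM vasopressin. Phospho-ERK by AlphaScreen SureFire after 5 h RT; normalized to DMSO and vasopressin; AC50 by Hill fit.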
Fluorescein fluor = compound fluoresces in the fluorescein spectral region | 59,000 tested, 0.91% active | Compound autofluorescence, 480/540 nm, fluorescein-equivalent; active compounds read high | max fluorescein-equivalent concentration, M; in the data active means max fluorescein-equivalent concentration above about 10 nM; inconclusive means between about 1.1 nM and that limit
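Compounds (23 nL) in 100 mM Tris pH 8.0, 15 min at room temperature, then fluorescence read at 480 nm excitation/540 nm emission. Signal converted to fluorescein-equivalent concentration from an on-plate fluorescein standard curve.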
Rhodamine autofl = compound autofluorescence in rhodamine spectral region; Rhodamine-region fluorescence, 547/598 nm, Tris buffer; active compounds read high; max dye-equivalent concentration, M; 59,000 tested, 0.05% active; in the data active means max dye-equivalent concentration above about 11 nM; inconclusive means between about 1.1 nM and that limit
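Intensities are converted to rhodamine-equivalent concentration using a six-point rhodamine standard on each plate. Compounds sit 15 min at room temperature in 100 mM Tris buffer, pH 8.0; read uses the 547/598 nm excitation/emission pair.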
Caspase-1 inhib = blocks human caspase-1 allosterically or competitively; Potency, µM (top dose mostly 57.5 µM), inactives show top-dose activity change, negative = inhibition, usual class: inhibitors; 75,000 tested, 0.03% active; Caspase-1 enzyme, Ac-WEHD-AFC fluorogenic rate; AID 900;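 further: potency means the concentration at half of the fitted maximal effect; plate controls were vehicle for no effect and no substrate for full effect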
Target sequence (P29466 120-297 limits assumed): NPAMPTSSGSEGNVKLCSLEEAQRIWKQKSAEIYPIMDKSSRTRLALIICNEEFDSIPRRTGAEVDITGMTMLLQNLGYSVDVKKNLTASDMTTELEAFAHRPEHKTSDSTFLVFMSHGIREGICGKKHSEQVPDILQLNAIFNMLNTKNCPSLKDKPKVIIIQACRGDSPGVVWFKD
Target sequence (P29466 317-404 limits assumed): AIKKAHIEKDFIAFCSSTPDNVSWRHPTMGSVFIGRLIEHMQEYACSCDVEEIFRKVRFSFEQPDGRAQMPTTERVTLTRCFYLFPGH
Luciferase inh = firefly luciferase inhibition; P08659; purified firefly luciferase, luminescence, 8 min; Potency, µM (titrated, usually from 57.1 µM), without a hit: at the top dose activity change, negative = inhibition, hits mostly inhibitors; 72,000 tested, 2.2% active; AID 411; further: potency means the concentration at half of the fitted maximal effect; on the % scale 0 is the no-effect control and ±100 the full control effect; nearly all actives have a fitted effect of over 40% in size
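Substrate buffer containing 10 uM ATP (pH 7.2 imidazole, Mg2+, KCl, detergent, BSA) is dispensed, compound pinned in, then luciferase/luciferin detector mix added. After 8 min at ambient temperature, light output is measured.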
An asterisk follows results filed as active; i = inactive; ? = inconclusive; nt = no result given; [ ] = another dose, or the depositor's remark. Unless noted, the call rests on the fitted dose curve; in most records, active means well fitted curve in the direction sought with a large enough effect; inconclusive means small, poorly fitted or top-dose-only effect, or another doubt; inactive means no such curve, though single readings can be large; an effect the other way counts as inactive or inconclusive. An excerpt; rates above refer to the full screens.

compound	Tau fil binding	HEK293 cAMP ctrl	USP2a inh	TexasRed autofl	Caspase-7 inhib	HADH2 inh	ERK AVP block	Fluorescein fluor	Rhodamine autofl	Caspase-1 inhib	Luciferase inh
CO[C@H]1C=CO[C@]2(C)Oc3c(C)c(O)c4c(O)c(c5c(c4c3C2=O)NC2(CCN(CC(C)C)CC2)N=5)=NC(=O)C(C)=CC=C[C@@H](C)[C@@H](O)[C@@H](C)[C@@H](O)[C@@H](C)[C@@H](OC(C)=O)[C@@H]1C	1.6µM*	-24%[25.6 µM]	94%[activator][17.1 µM]	i	0%[25.7 µM]	0%[25.6 µM]	-21%[25.7 µM]	?	i	-1%[25.7 µM]	-2%[25.5 µM]
O=C(O)c1ccc2cccc(Cl)c2c1O	-6%	12%	-2%	i	-2%	?	-4%	i	i	-2%	2%
O=C(c1ncn[nH]1)N1CCN(c2nc(-c3ccccc3)cs2)CC1	12%	-4%	4%	i	-1%	-26%	?	?	i	0%	-3%
O=C(NCC1CCCO1)NC1(C(F)(F)F)Oc2ccccc2O1 (configuration not stated)	7%	1%	7%	i	2%	-29%	21%	i	i	1%	1%
O=C(Nc1ccc(Br)cc1)c1cnccn1	?	6%	nt	nt	-2%	-1%	16%	nt	nt	-3%	-3%
N#Cc1c(NC(=O)CSc2ncnc3c2cnn3-c2ccccc2Cl)sc2c1CCCC2	-9%	6%	264%[activator]	i	-1%	-23%	0%	i	i	1%	3%
Cc1cc(OC(=O)c2ccc(S(=O)(=O)N(C)C)cc2)cc(=O)o1	-10%	8%	6%	?	-2%	2%	8%	i	i	2%	-1%
Cn1nnnc1SCC(=O)Nc1cc(C(C)(C)C)nn1-c1ccccc1	-2%	-6%	5%	?	-3%	16%	1%	?	i	2%	2%

One compound at a time, as listed above. Order of screens: Tau fil binding | HEK293 cAMP ctrl | USP2a inh | TexasRed autofl | Caspase-7 inhib | HADH2 inh | ERK AVP block | Fluorescein fluor | Rhodamine autofl | Caspase-1 inhib | Luciferase inh
O=C(O)c1ccc2cccc(Cl)c2c1O across the screens: -6% | 12% | -2% | i | -2% | ? | -4% | i | i | -2% | 2%
O=C(NCC1CCCO1)NC1(C(F)(F)F)Oc2ccccc2O1 (configuration not stated) across the screens: 7% | 1% | 7% | i | 2% | -29% | 21% | i | i | 1% | 1%
O=C(c1ncn[nH]1)N1CCN(c2nc(-c3ccccc3)cs2)CC1 across the screens: 12% | -4% | 4% | i | -1% | -26% | ? | ? | i | 0% | -3%
N#Cc1c(NC(=O)CSc2ncnc3c2cnn3-c2ccccc2Cl)sc2c1CCCC2 across the screens: -9% | 6% | 264%[activator] | i | -1% | -23% | 0% | i | i | 1% | 3%

Later entries.
compound	Tau fil binding	HEK293 cAMP ctrl	USP2a inh	TexasRed autofl	Caspase-7 inhib	HADH2 inh	ERK AVP block	Fluorescein fluor	Rhodamine autofl	Caspase-1 inhib	Luciferase inh
CCCCn1c(SCC(=O)Nc2nnc(C(C)C)s2)nc2c1c(=O)n(C)c(=O)n2C	5%	1.6µM*	nt	i	1%	-1%	?	i	i	-1%	-5%
Cn1c(=O)[nH]c(=O)c2c1nc(CN1CCN(c3ccc(F)cc3)CC1)n2CCN1CCOCC1	-3%	3%	4%	i	1%	1%	12%	i	i	4%	-3%
CC(=O)Nc1ccccc1-c1ccc(C)o1	3%	3%	2%	i	-6%	10%	-5%	i	i	-4%	-2%
Cc1ccccc1-n1c(SCC(=O)NCc2cccs2)nnc1-c1ccncc1	6%	6%	5%	?	-2%	8%	9%	?	i	-1%	2%
Cc1noc(C)c1-c1cc(N(C)C)ncn1	-6%	-10%	-16%	i	1%	-4%	5%	i	i	0%	-2%[2.29 µM]
O=C(CSc1nc2c(cnn2-c2ccc(F)cc2)c(=O)[nH]1)N1CCCc2ccccc21	29%	25µM*	33%[activator]	i	-13%	-6%	25%	i	i	-9%	4%
COC(=O)C1=C(C)N(c2ccc(OC)c(OC)c2)C(=O)C1	4%	3%	30%	i	-2%	16%	-15%	i	i	1%	3%
CCCc1nc2oc3c(NCc4ccccn4)ncnc3c2c2c1COC(C)(C)C2	-13%	25%	13%	i	-1%	?	-20%	i	i	-1%	6%
COc1cc(CO)cc(Br)c1OCC(=O)O	19%	13%	nt	nt	-3%	1%	-17%	nt	nt	-1%	-7%
CCOC(=O)c1c(NC(=O)CSc2nnc(CN3CCOCC3)n2C)sc2c1CCCC2	13%	7%	-5%	i	0%	-1%	7%	?	i	-1%	2%
CCN(CC)c1ccc(NC(=O)CSc2nc(C)cc(=O)[nH]2)cc1	-6%	7%	nt	nt	-2%	?	-4%	nt	nt	0%	-2%
Cc1cccc(-c2noc(Cc3ccc(Cl)cc3)n2)c1	6%	15%	-3%	i	-1%	-2%	105%[activator]	i	i	-1%	-4%
CCOC(=O)C1CCCN(c2c(NCCc3ccc(S(N)(=O)=O)cc3)c(=O)c2=O)C1 (configuration not stated)	-14%	6%	nt	nt	1%	-5%	2%	nt	nt	1%	1%
CCOC(=O)CSc1nc2ccccc2c(=O)n1CCN1CCOCC1	2%	3%	5%	?	-2%	2%	-7%	i	i	3%	0%
OCCN1CCN(CCSc2ccccc2)CC1	10%	0%	-11%	i	-2%	-10%	2%	i	i	2%	2%
Cc1ccc(S(=O)(=O)NCCSc2nnnn2-c2ccc(C(N)=O)cc2)cc1	-3%	15%	nt	nt	-2%	3%	0%	nt	nt	-1%	2%
C=CCn1c(SCC(=O)Nc2ccc(C(=O)OC(C)C)cc2)nnc1-c1cccs1	337%	29%	5%	i	1%	13%	13%	i	i	-3%	-12%
Cc1cc(=O)oc2cc(NC(=O)CCCC(=O)O)ccc12	-12%	2%	1%	i	-3%	13µM*	-1%	i	i	-2%	-4%
Cc1cc2oc(=O)cc(CN3CCN(S(=O)(=O)c4ccc5c(c4)OCCO5)CC3)c2cc1C	0%	15%	38%[activator]	i	-1%	7%	3%	?	i	0%	5%
C/C(Cl)=C/Cn1c(SCc2ccc(Cl)cc2)nc2c1c(=O)[nH]c(=O)n2C	2%	10%	40%[activator]	i	-1%	?	6%	?	i	-1%	1%
CCOC(=O)N1CCN(CC(=O)Nc2cc(C)nn2-c2nc3ccccc3s2)CC1	8%	?	10%	i	0%	7%	?	i	i	2%	-3%
CC(C)(CSc1nncn1/N=C/c1ccco1)NS(=O)(=O)c1ccc(Cl)cc1	7%	-5%	16%	i	-1%	6%	-3%	i	i	1%	1%
CCN(CCCNC(=O)CCn1c(=O)[nH]c2ccccc2c1=O)c1ccccc1	-39%	-3%	13%	i	2%	7%	1%	i	i	-1%	4%
COc1ccc(N2CCN(Cc3nc(-c4ccc(Cl)cc4Cl)no3)CC2)cc1	13µM*	-7%	-6%	i	-3%	9%	-28%	i	i	-2%	0%
COC(=O)c1cn(NC(=O)c2ccncc2)c(=O)c2ccccc12	2%	7%	-2%	i	1%	0%	19%	i	i	0%	0%
O=C(NC1CCCCC1)C1CCN(c2nnnn2-c2ccccc2)CC1	-2%	-11%	4%	i	0%	16%	-13%	?	i	0%	4%
C=CCn1c(=O)/c(=C/c2ccc(F)cc2)s/c1=C(\C#N)c1nnc2n1CCCCC2	-27%	28%	17%	i	-6%	0%	0%	i	i	-10%	1%
COc1cc(S(=O)(=O)N2CCCCC2)ccc1NC=O	-14%	1%	2%	nt	-1%	-3%	-15%	nt	nt	1%	5%
Clc1cccc(Nc2c3c(nc4ncnn24)CCC3)c1	-4%	?	-7%	i	4%	6%	15%	?	i	-1%	2%
O=C(c1csc2c1CCCC2)N1CCN(c2ccccc2)CC1	-9%	17%	-2%	i	-2%	3%	17%	i	i	-2%	3%
CC(NC(=O)C1CCCN(S(=O)(=O)c2cnc[nH]2)C1)c1ccccc1 (configuration not stated)	-18%	-6%	nt	nt	2%	3%	-4%	nt	nt	-5%	1%
O=C(c1ccccc1)N(c1ccccc1)C1C=CS(=O)(=O)C1 (configuration not stated)	4%	-1%	5%	i	1%	-4%	-6%	i	i	1%	2%
COCCn1nnnc1C(c1cccs1)N1CCN(c2nc3ccccc3s2)CC1 (configuration not stated)	11%	20%	19%	?	3%	-9%	-23%	?	i	1%	2%
COc1cc(OC)c(C(=O)Nc2ccc(S(=O)(=O)Nc3ncccn3)cc2)cc1OC	0%	0%	3%	i	-1%	-8%	?	i	i	2%	1%
O=C(O)Cc1nn(Cc2ccc(Br)cc2F)c(=O)c2ccccc12	?	18%	nt	nt	-2%	6%	-2%	nt	nt	3%	-2%
